# Screens deposited in PubChem BioAssay by several laboratories.
# FXIa inh = human FXIa protease inhibitors, primary screen, biochemical, 1536-well | purified FXIa, Boc-Glu-Ala-Arg-AMC fluorogenic substrate | inhibition, % at 5 µM | actives 0.14% (n = 220,000);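 active means inhibition of at least 40%; inactive means inhibition below 40%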;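 further: fluorescence of freed AMC excited at 355 nm; 0% = enzyme without compound and 100% = no enzyme blank; many of its hits are not listed in these tables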
# eIF4E 4G PPI = eIF4E–eIF4G protein interaction inhibitors, primary screen, biochemical, uHTS, TR-FRET, eIF4GI fragment; Eukaryotic translation initiation factor 4E (Mus musculus) + Eukaryotic translation …; TR-FRET eIF4E-eIF4GI(517-606) binding, 2 h; inhibition, % at 21.7 µM; actives 0.37% (n = 220,000); AID 782, 2007;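 active means inhibition above about 30%, limit read from the data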;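 further: 0% = full FRET control wells and 100% = background wells lacking eIF4GI fragment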
# FXIIa inh 1536 = human FXIIa protease inhibitors, primary screen, biochemical, 1536-well. Coagulation factor XII (Homo sapiens), P00748. purified FXIIa, Boc-QGR-AMC fluorogenic substrate, 2 h. inhibition, % at 5 µM. actives 0.3% (n = 220,000). AID 800, 2007; in the data active means inhibition above about 40%;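 further: 0% = enzyme with no compound and 100% = blank without enzyme; many of its hits are not listed in these tables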
# hK5 inh = human KLK5 protease inhibitors, primary screen, biochemical, 1536-well; Kallikrein-5 (Homo sapiens), Q9Y337; recombinant hK5, fluorogenic AMC substrate cleavage; inhibition, % at 5 µM; actives 0.59% (n = 210,000); AID 873, 2007;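 active means inhibition of 40% or more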;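 further: 0% = enzyme controls without compound and 100% = no-enzyme blanks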
# Wee1 degr inh = Wee1 degradation inhibitors, primary screen, cell-based, HeLa, Wee1K328M-luciferase, luminescence; AID 1321, 2008; actives 1.2% (n = 220,000); reporter increase, % at 5 µM; HeLa Luc-Wee1K328M stability; 100% = proteasome inhibitor MG132 effect;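 active means activation above the mean of all tested compounds plus 3 SD, set per screening run, cut at about 8.8% in these data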;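 further: cells exposed to compound for 20 h before luminescence read; 0% = DMSO alone and 100% = MG132 at 30 µM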
# Mdm2 ligase inh = MDM2-luciferase reporter signal enhancers, primary screen, MDM2 E3 ligase inhibitor project, cell-based, luminescence, 1536-well; E3 ubiquitin-protein ligase Mdm2 (Homo sapiens), Q00987; cell-based MDM2 ubiquitination luciferase reporter, 2 h; 0 = plate control, 100 = twice control, blank-subtracted; signal enhancement, % at 5 µM; actives 0.11% (n = 210,000); AID 1230, 2008;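 active means signal enhancement of 30% or more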;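 further: luminescence tracks abundance of the self-degrading MDM2-luciferase fusion protein; higher signal means inhibition of MDM2 E3 ligase activity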
# Target sequence (Q00987 whole entry, looked up, the tested form may be a part): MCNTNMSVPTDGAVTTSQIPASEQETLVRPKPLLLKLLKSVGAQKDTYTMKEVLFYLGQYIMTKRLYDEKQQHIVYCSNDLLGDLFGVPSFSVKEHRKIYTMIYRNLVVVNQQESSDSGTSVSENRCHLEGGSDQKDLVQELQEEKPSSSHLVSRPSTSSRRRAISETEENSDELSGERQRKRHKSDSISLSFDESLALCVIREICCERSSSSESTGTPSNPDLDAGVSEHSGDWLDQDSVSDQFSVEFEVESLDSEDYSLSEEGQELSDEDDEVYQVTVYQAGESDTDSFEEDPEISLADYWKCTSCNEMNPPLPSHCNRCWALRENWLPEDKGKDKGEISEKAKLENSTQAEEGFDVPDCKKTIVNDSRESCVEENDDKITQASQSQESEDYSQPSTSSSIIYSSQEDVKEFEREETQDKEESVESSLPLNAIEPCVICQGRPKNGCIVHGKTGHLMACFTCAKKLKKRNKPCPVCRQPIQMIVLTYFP
#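 Assay system: stable mammalian line carrying autodegrading MDM2–luciferase fusion reporter; Input: 2000 cells in each well; Compound dosing: single-point 5 µM; Schedule: 2 h compound exposure at 37 °C; Signal: SteadyLite luciferase luminescence after 15 min room-temperature reagent incubation; Evaluation: % luminescence enhancement versus blank-corrected plate control mean; Benchmarks: plate controls and plate blanks.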
# 14-3-3 Bad PPI = inhibitors of 14-3-3 zeta/Bad binding, primary screen, biochemical, TR-FRET, bovine 14-3-3 zeta; TR-FRET 14-3-3zeta/Dy647-pBad peptide displacement, 1 h; inhibition, % at 21.7 µM; actives 0.71% (n = 220,000); AID 781, 2007;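 active means inhibition above about 70%, limit read from the data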;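 further: 0% = full 14-3-3 plus peptide FRET controls and 100% = background without 14-3-3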
# Target sequence (P63103 whole entry, looked up): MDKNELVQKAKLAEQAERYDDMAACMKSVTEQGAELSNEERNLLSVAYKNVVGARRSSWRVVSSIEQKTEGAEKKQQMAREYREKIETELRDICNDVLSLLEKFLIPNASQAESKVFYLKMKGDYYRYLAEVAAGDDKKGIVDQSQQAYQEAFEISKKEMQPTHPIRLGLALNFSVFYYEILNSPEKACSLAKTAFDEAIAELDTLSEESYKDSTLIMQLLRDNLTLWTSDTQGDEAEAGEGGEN
# p97 ATPase inh = inhibitors of human p97 ATPase, primary screen, biochemical; Transitional endoplasmic reticulum ATPase (Homo sapiens), P55072; recombinant p97 ATPase, Kinase-Glo ATP luminescence, 3 h; inhibition, % at 8 µM; actives 0.42% (n = 220,000); AID 1481, 2009; in the data active means inhibition above about 15%;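 further: 0% = DMSO vehicle and 100% = wells lacking enzyme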
# Rad51 HR inh = human RAD51 strand exchange inhibitors, primary screen, biochemical, fluorescence; DNA repair protein RAD51 homolog 1 (Homo sapiens), Q06609; hRad51 DNA strand exchange, fluorescence dequenching; inhibition, % at 10 µM; actives 0.085% (n = 200,000);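 active means inhibition above 40% at the single screening dose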;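 further: 0% = DMSO control wells and 100% = blanks with heterologous ssDNA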
# Target sequence (Q06609 whole entry, looked up): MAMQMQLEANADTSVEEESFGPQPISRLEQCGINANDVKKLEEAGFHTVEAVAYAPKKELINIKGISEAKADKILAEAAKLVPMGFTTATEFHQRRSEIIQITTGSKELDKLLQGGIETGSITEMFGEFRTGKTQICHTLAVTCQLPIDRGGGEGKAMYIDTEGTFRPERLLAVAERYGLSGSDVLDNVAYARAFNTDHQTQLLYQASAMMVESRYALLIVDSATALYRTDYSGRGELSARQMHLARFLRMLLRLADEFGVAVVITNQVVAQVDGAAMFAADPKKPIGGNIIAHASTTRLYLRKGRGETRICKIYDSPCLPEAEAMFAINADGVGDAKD
#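 material = hRad51 filaments on single-stranded DNA | reagent = Donor/quencher-labelled 47-bp dsDNA substrate | compound = 10 µM final, single point | schedule = strand-exchange reaction 15 min at room temperature | measured by = fluorescein emission 520 nm, excitation 485 nm | read-out basis = % inhibition versus plate control and blank means | benchmarks = plate controls and plate blanks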
# * hit, by the source's call; / = no result given; [ ] = another dose, or the depositor's remark.
SMILES,FXIa inh,eIF4E 4G PPI,FXIIa inh 1536,hK5 inh,Wee1 degr inh,Mdm2 ligase inh,14-3-3 Bad PPI,p97 ATPase inh,Rad51 HR inh
O=C(CCCc1ccccc1)N1CCN(c2ccc([N+](=O)[O-])cc2)CC1,4,-1,11,-1,-1,-1,2,-1,-4
CC1CCCCN1C(=O)c1cc2nc(-c3ccccc3)cc(-c3ccccc3)n2n1 (stereo not drawn),3,-2,7,-7,-1,-2,7,-4,4
COC(=O)c1ccccc1NC(=O)NC1CC1,1,-2,/,0,-2,-31,-3,3,1
COc1cc(-c2cc(C(=O)Nc3ccccc3N3CCOCC3)c3ccccc3n2)cc(OC)c1OC,1,3,10,5,1,-4,2,3,6
CN(C)C=NC(=O)c1cccn1-c1ncc(C(F)(F)F)cc1Cl,0,2,9,5,0,-4,0,-6,-4
CC(C)C[C@H](NC(=O)OC(C)(C)C)C(=O)N1CCC(C(=O)O)CC1,3,0,13,-3,1,0,-13,2,-2
Cc1nc(N2CCC(C)CC2)c2c(C)c(C(=O)O)sc2n1,-9,2,2,-1,-1,-19,45,4,-6
CCOC(=O)c1c(NC(=O)C2C3C=CC(C3)C2C(=O)O)sc2c1CCCC2 (stereo not drawn),-3,2,3,11,-2,-3,-6,3,5
CCOC(=O)Cc1csc(NC(=O)C(C)(C)C)n1,-1,-2,0,1,-3,14,-3,2,-2
Cc1ccc(/C=C2\SC(=S)N(CCCC(=O)Nc3ccccn3)C2=O)cc1,3,-2,19,-14,-4,-8,-6,10,/
Cc1cc(C)nc(SCc2nnc(SCC(=O)NCc3ccco3)n2-c2ccccc2)n1,1,4[fluorescence artefact?],8,-22,0,-14,-9,2,7
FC(F)(F)c1nc(-c2ccccc2)ncc1-c1nnnn1-c1ccccc1,2,0,4,2,-4,-9,14,-4,-11
O=c1[nH]c(CSc2ccccn2)nc2ccccc12,-1,3,12,4,-2,-8,-10,4,6
O=C1CC(C(=O)Nc2ccc(Cl)cc2[N+](=O)[O-])C2(CCCCC2)O1 (stereo not drawn),-10,6,-6,12,0,-3,4,-4,-6
CCn1c(=O)cc(OCC(=O)N2CCCCCC2)c2ccccc21,-3,-1,5,-7,1,-8,-1,-2,-4
Cc1ccc(NC(=S)N2CCC(c3ccc(C)cc3)C2)cc1 (stereo not drawn),1,-1,6,/,2,/,-1,-1,/
COC(=O)[C@@H]1CCCN1Cc1c(C(=O)N2CCOCC2)nc2c(C)cccn12,-7,6,0,-7,-1,10,-5,4,20
NC(=O)c1ccc(-n2nnnc2SCc2ccc(F)cc2)cc1,3,6,7,4,1,0,7,4,4
COC(=O)c1ccc(-n2c(C)cc(/C=N/Nc3nc(C)cc(=O)[nH]3)c2C)cc1,4,-1,15,1,2,/,0,-1,-3
CC(C)(C)C(=O)C(Cc1ccccc1Cl)n1cncn1 (stereo not drawn),4,1,11,-14,1,-4,9,2,1
COc1cc2c(cc1NC(=O)Nc1cccc(C)c1)oc1ccccc12,-3,2,5,-8,3,-10,-2,-4,-1
COc1ccc(/C=C\C(=O)NCc2ccc3c(c2)cc(C)n3C)cc1OC,24,-2,31,-4,2,/,-12[fluorescence artefact?],11,-2
CCn1c(-c2ccc(C(C)(C)C)cc2)n[nH]c1=S,-2,1[fluorescence artefact?],20,-21,2,-6,-22[fluorescence artefact?],-1,-6
COC(=O)c1ccc(C)c(NC(=O)c2ccc(Cn3cc([N+](=O)[O-])cn3)o2)c1,4,2[fluorescence artefact?],8,-7,4,4,3,-3,20
O=C(O)CCn1ccnc1-c1ccccc1,4,-4,18,4,-1,-6,12,-2,6
Cc1cc(=O)[nH]c(N/N=C2/CCCC/C2=C\c2ccccc2)n1,0,0,3,-20,3,-15,-11,5,18
CCCCc1ccc(NC(=O)N[C@@H](C)C(=O)O)cc1,1,-1,3,1,1,-8,4,10,/
NC(=O)c1ccccc1NC(=O)COc1ccc(Cl)cc1,-1,-6,9,-1,2,/,0,1,-8
CCOc1ccccc1N1CN(C2CCCCC2)CNC1=S,-2,0,2,-11,3,-3,-3,-2,-2
COCCNC(=O)CSc1nc(N)c(NC(=O)c2ccccc2F)c(=O)[nH]1,2,-6,2,-16,0,-10,-16,-1,6
COc1ccc(OC)c(-n2c(C)cc(C=O)c2C)c1,0,2,4,-3,2,-3,-3,3,10
CC(C)(C)C1CCC(OCC(O)CN2CCN(c3ccccc3)CC2)CC1 (stereo not drawn),14,3,22,2,3,-16,75*,-6,11
O=C(COC(=O)/C=C/C(=O)OCC(=O)NC12CC3CC(CC(C3)C1)C2)NC12CC3CC(CC(C3)C1)C2,-1,5[fluorescence artefact?],2,-5,-3,-22,-4,-5,28
CC(NC(=O)COC(=O)CCNC(=O)c1ccco1)C12CC3CC(CC(C3)C1)C2 (stereo not drawn),7,-5,26,-5,-2,0,-6,-8,-4
CNc1ccc(/C=C2\COc3ccccc3C2=O)cc1[N+](=O)[O-],6,-8,13,-8,1,-3,3,3,/
Cc1nnc2sc(-c3ccccn3)nn12,3,0,15,9,3,-8,-7,5,-1
CCOc1cccc(C(=O)NC(=S)Nc2ccc(N3CCCC3)cc2)c1,-2,-7,12,-20,-2,1,-4,6,-11
CCCCCC(=O)Nc1ccc(-c2csc(N)n2)cc1,-1,-3,8,11,2,3,0,4,/
CC1=NN(CCC#N)C(=O)/C1=C/c1ccc(N(C)C)cc1,7,-2,24,14,-2,-14,-2,-11,-27
Cc1c(-n2c(SCC(N)=O)nc3ccccc3c2=O)c(=O)n(-c2ccccc2)n1C,5,-3,12,6,0,-13,-2,-2,-7
Cc1ccc(NC(=O)CCSc2nc(C)cc(C)n2)cc1,0,-1,11,3,1,-10,5,6,-5
O=C(Nc1cccc(Cl)c1)N1CCN2C(=O)c3ccccc3C12c1ccccc1 (stereo not drawn),-1,0,7,-6,3,-1,-3,0,4
O=C1c2ccc([N+](=O)[O-])cc2NC(c2ccco2)N1/N=C/c1ccco1 (stereo not drawn),1,4,11,-2,-3,/,1,16*,-2
CC1CCC(C(C)C)C(OC(=O)C[n+]2cccc(C(N)=O)c2)C1 (stereo not drawn),1,-15[fluorescence artefact?],10,1,-2,-13,-2,2,1
COc1ccc(/C=C(/C#N)C(=O)Nc2cccc([N+](=O)[O-])c2)cc1C(=O)O,-1,1,2,-3,-2,-10,5,6,/
COc1ccc(-c2c3c(=O)n(C)c(=O)n(C)c3cn2-c2ccccc2O)cc1,-4,-5,-2,-5,-3,-7,-2,2,/
CCOc1ccc(CN2CCC(C(=O)N3CCN(c4ccccc4F)CC3)CC2)cc1OC,2,8,12,-19,-1,-5,74*,7,4
CC(=O)Oc1ccccc1C1=NN(C(=O)/C=C/c2ccccc2)C(c2ccccc2)C1 (stereo not drawn),21,-2,28,-5,0,-22,-14,-4,-2
COc1ccc(Cl)cc1C(=O)Nn1c(-c2cccs2)nc2ccccc2c1=O,5,0,15,-18,0,-12,-13[fluorescence artefact?],6,2
COC(=O)C(Cc1c[nH]c2ccccc12)NC(=O)C(C)C (stereo not drawn),-4,-1,-35,-11,2,/,47[fluorescence artefact?],-1,-6
COc1ccc(CCNC(=O)CCn2c(=O)[nH]c3cc(OC)c(OC)cc3c2=O)cc1OC,5,-1,13,-2,0,-40,-5[fluorescence artefact?],3,-2
O=C(O)c1cccnc1Sc1ncnc2sc3c(c12)CCC3,0,-11,6,4,-2,/,2,6,7
COCc1[nH][nH]c(=O)c1C=Nc1ccc(Oc2ccccc2)cc1,0,1,-11,1,-1,-10,0,0,-1
O=C1CCC(C(=O)OCC(=O)C23CC4CC(CC(C4)C2)C3)N1 (stereo not drawn),-1,3[fluorescence artefact?],1,-22,-4,-7,13,5,11
COc1ccc(NC(=O)Cn2c(=O)oc3ccccc32)cc1,0,-11,5,1,0,-3,-7,5,18
Cc1nn(-c2ccccc2)c(=O)c2noc(C)c12,-13,5,3,34,3,-8,3,-7,5
O=C(CNC1CCCCC1)Nc1ccc([N+](=O)[O-])cc1C(=O)Nc1ccccc1F,0,0,7,3,-1,-10,-7,7,8
CCOC(=O)c1cccc(NC(=O)CCS(=O)(=O)c2cccs2)c1,5,6,8,5,0,-5,2,2,-8
CCn1cc(CN2N=C(C)CC2c2ccccc2)c(C)n1 (stereo not drawn),-3,3,8,-15,1,-9,5,3,10
CCOC(=O)c1c(NC(=O)CN2CCOCC2)sc2c1CC(C)(C)OC2,7,-4,1,-10,-3,-5,-11[fluorescence artefact?],-6,-1

# Sorted by SMILES length (lowest first): some entries from above
SMILES,FXIa inh,eIF4E 4G PPI,FXIIa inh 1536,hK5 inh,Wee1 degr inh,Mdm2 ligase inh,14-3-3 Bad PPI,p97 ATPase inh,Rad51 HR inh
Cc1ccc(NC(=O)CCSc2nc(C)cc(C)n2)cc1,0,-1,11,3,1,-10,5,6,-5
COc1ccc(NC(=O)Cn2c(=O)oc3ccccc32)cc1,0,-11,5,1,0,-3,-7,5,18
O=C1CCC(C(=O)OCC(=O)C23CC4CC(CC(C4)C2)C3)N1 (stereo not drawn),-1,3[fluorescence artefact?],1,-22,-4,-7,13,5,11
O=C1c2ccc([N+](=O)[O-])cc2NC(c2ccco2)N1/N=C/c1ccco1 (stereo not drawn),1,4,11,-2,-3,/,1,16*,-2

# The list continues:
SMILES,FXIa inh,eIF4E 4G PPI,FXIIa inh 1536,hK5 inh,Wee1 degr inh,Mdm2 ligase inh,14-3-3 Bad PPI,p97 ATPase inh,Rad51 HR inh
NC(=O)[C@@H]1CCOc2c(F)cc([N+](=O)[O-])cc2C(=O)N[C@@H](CO)C(=O)NCC(=O)N1,5,-5,12,0,0,/,7,-6,2
CCOC(=O)c1nnn(-c2nonc2N)c1-c1ccc(Br)cc1,-5,0,9,1,9.5*,-3,14,-2,-9
CCCCc1nc2ccccc2n1CC(=O)NN,-5,1,6,-8,0,-12,3[fluorescence artefact?],0,-11
COc1cccc2cc(-c3nnc(SCC(=O)NCCc4ccccc4)n3C)oc12,6,-3,17,-9,-1,-9,-9,2,-1
Cn1c(CNC(=O)c2ccccc2F)nnc1SCc1ccc(Cl)cc1,3,-1,13,25,6,-15,-3,2,/
O=C(NCCOC(=O)c1ccccc1C(=O)OCCNC(=O)c1cccnc1)c1cccnc1,6,-5,17,-1,-2,0,-3,4,7
CNCCCOc1ccc(C(C)(C)c2ccccc2)cc1,1,5,11,-9,0,-8,20,-3,/
